V1R ag counter: counter-screen for oxytocin receptor agonists: human V1a receptor agonists. actives 0.25% (n = 320,000). activation, % at 3 µM. P37288. CHO-V1R cells, Fluo-8 calcium fluorescence, agonist mode; 0% DMSO, 100% 3 nM vasopressin;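 active = activation above the mean activation of all tested compounds plus 3 SD, per screening run, cut at about 20% in these data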;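 note: signal is peak over basal fluorescence ratio across a 100 second FLIPR read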
TAAR1 ag: human TAAR1 agonism; actives 0.99% (n = 360,000); activation, % at 3 µM; Q96RJ0; CHO RD-HGA16 TAAR1, Fluo-8 calcium fluorescence; vehicle wells 0%, saturating PEA agonist 100%; AID 624467;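 active = activation above the mean activation of all test compounds in the run plus 3 SD, cut at about 38% in these data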
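Repeats: no replicates (n 1) | Material: CHO-derived RD-HGA16 cells with stable Gα16 and human TAAR1 | Technique: Kinetic Fluo-8 calcium fluorescence | Schedule: 17-24 h seeding, 75 min 37 °C dye, 30 min RT | Evaluation: % activation from peak over basal fluorescence ratio, DMSO-to-PEA scaled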
CHO parental Ca: counter-screen: ATP calcium response change in parental CHO cells; parental CHO-K1, ATP-induced calcium, Fluo-8 fluorescence; inhibition, % at 5.6 µM; actives 0.63% (n = 330,000);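 active = inhibition above that plate's mean sample inhibition plus 3 SD, cut at about 26% in these data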;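 note: 0% = ATP-challenged DMSO wells and 100% = DMSO wells without ATP; some compounds past the cut are filed as inactive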
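Assay system: parental CHO cells; Read-out basis: percent inhibition of ATP-evoked calcium rise, normalized to controls; Benchmarks: ATP and no-ATP DMSO wells; Compound dosing: single nominal dose of 5.6 µM per compound; Signal: Fluo-8 calcium dye fluorescence; Also added: ATP as calcium-mobilizing challenge; Repeats: singlicate.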
CHRM1 antagonist: human CHRM1 antagonism; P11229; CHO-K1 hM1, Fluo-8 calcium fluorescence, ACh EC80 antagonist; inhibition, % at 3 µM; actives 1.3% (n = 360,000);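 active = percent inhibition above its own plate's cutoff, namely the mean of that plate's compound wells plus 3 SD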;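 note: peak over basal fluorescence ratio during 140 s after agonist addition; 0% = ACh EC80 plus DMSO and 100% = DMSO alone without agonist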
Target sequence (P11229 whole entry, looked up): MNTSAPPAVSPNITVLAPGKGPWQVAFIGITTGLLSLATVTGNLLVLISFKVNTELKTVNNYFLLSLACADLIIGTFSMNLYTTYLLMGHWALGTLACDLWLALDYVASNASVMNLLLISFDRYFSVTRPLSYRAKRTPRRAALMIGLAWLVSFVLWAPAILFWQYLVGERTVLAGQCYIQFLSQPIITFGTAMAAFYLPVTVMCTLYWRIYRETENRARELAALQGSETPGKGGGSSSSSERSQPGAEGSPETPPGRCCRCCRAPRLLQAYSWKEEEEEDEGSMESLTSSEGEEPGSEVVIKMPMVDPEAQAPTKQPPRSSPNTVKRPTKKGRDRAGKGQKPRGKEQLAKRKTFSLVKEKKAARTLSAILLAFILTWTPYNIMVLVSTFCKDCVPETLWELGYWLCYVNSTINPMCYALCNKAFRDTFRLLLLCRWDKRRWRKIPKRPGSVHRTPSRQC
M1 PAM: potentiates human M1 receptor response to acetylcholine | CHO-K1 hM1, Fluo-8 calcium fluorescence, ACh EC20; 0% = ACh EC20, 100% = maximal ACh | activation, % at 3 µM | actives 0.088% (n = 360,000) | AID 588819; in the data active = activation above about 19%, passing the limit was not always enough
CHRM1 agonist: activates human CHRM1 receptor; AID 588814; activation, % at 3 µM; actives 0.33% (n = 360,000); CHO-K1 hM1, Fluo-8 calcium fluorescence, agonist mode; 0% DMSO, 100% acetylcholine EC100; P11229;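 active = activation above the run's mean compound activation plus 3 SD, cut at about 16% in these data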;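 note: peak over basal fluorescence ratio within a 140 s kinetic read after compound addition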
OXTR agonist: human OXTR agonism; activation, % at 3 µM; P30559; actives 0.32% (n = 320,000); CHO-OTR cells, Fluo-8 calcium fluorescence; normalized: DMSO 0%, oxytocin 100%;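 active = activation above the mean of all tested compounds plus 3 SD, cutoff set per screening run, cut at about 20% in these data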;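 note: peak over basal fluorescence ratio from a 100 s FLIPR kinetic read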
Target sequence (P30559 whole entry, looked up): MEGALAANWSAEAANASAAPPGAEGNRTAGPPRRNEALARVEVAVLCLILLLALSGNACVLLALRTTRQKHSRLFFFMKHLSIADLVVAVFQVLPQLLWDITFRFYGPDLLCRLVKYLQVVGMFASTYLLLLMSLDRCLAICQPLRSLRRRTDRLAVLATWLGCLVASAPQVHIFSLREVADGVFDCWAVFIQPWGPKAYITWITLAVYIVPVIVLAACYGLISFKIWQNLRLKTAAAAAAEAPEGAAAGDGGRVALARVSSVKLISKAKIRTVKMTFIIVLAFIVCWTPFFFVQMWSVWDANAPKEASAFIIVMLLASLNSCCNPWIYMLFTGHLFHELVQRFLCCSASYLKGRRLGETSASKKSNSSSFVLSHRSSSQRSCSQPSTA
TAAR1 antagonist: antagonists of human TAAR1; Q96RJ0; CHO RD-HGA16 TAAR1, Fluo-8 calcium fluorescence, antagonist; inhibition, % at 3 µM; actives 1.5% (n = 360,000); AID 624466;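 active = inhibition above a per-plate cutoff, the mean inhibition of test compounds on that plate plus 3 SD, cut at about 49% in these data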;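 note: 0% = DMSO plus EC80 beta-PEA response and 100% = DMSO alone without agonist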
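Test system – hTAAR1-expressing CHO RD-HGA16 cells, Gα16-coupled · Reagent – β-PEA at EC80 concentration, post-compound challenge · Compound dosing – 3 µM, single point · Timing – 140 s kinetic read after compound, 140 s after agonist · Detection – Fluo-8 intracellular calcium dye fluorescence, real-time kinetic reads · Control set – DMSO and EC80 PEA controls · Repeats – n of 1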
OXTR potentiate: potentiators of human oxytocin receptor. P30559. CHO-OTR cells, Fluo-8 calcium fluorescence, potentiator mode; 0% = oxytocin EC15, 100% = EC100. activation, % at 3 µM. actives 0.061% (n = 320,000). AID 2445;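 active = activation above that plate's cutoff, the mean activation of tested compounds plus 3 SD, cut at about 6.6% in these data, passing the limit was not always enough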;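 note: 100% uses oxytocin at 75 nM as the full agonist control; some results filed as inactive read as strong as hits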
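Dosing: Single dose, 3.0 µM nominal final compound concentration | Material: Human OTR in CHO cells | Technique: Kinetic Fluo-8 calcium fluorescence | Benchmarks: EC15 oxytocin alone as 0%, 75 nM oxytocin as 100% | Probe or stimulus: Oxytocin at about EC15, sub-maximal agonist stimulus | Incubation: Compound 6 min at room temperature before oxytocin, 100 s read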
An asterisk follows results filed as active; x = no result given. Hits appear at their usual frequency, and some 3.7% of all compounds hit somewhere here.

molecule | V1R ag counter | TAAR1 ag | CHO parental Ca | CHRM1 antagonist | M1 PAM | CHRM1 agonist | OXTR agonist | TAAR1 antagonist | OXTR potentiate
COc1ccc2c(CN3CCCCCCC3)cc(=O)oc2c1 | x | 9 | x | 2 | -6 | 8 | x | -21 | x
O=[N+]([O-])c1ccc(/C=N/N2CCN(Cc3ccccc3)CC2)cc1 | 2.7 | 1 | 0 | -1 | -9 | -6 | -1.2 | 9 | -11
CCOC(=O)c1cnn(CCOC(=O)Cc2cccs2)c1NC(=O)Cc1cccs1 | -0.7 | 8 | -13 | 0 | 3 | -5 | -0.6 | 12 | -4
O=[N+]([O-])c1ccc(CN2CCCCCC2)cc1 | 0.4 | 6 | -4 | 1 | -1 | -3 | 0.0 | -16 | 1
CN(C(=O)CSc1n[nH]c(=O)[nH]c1=O)c1ccccc1 | 0.3 | 13 | 0 | -8 | 9 | -1 | 1.2 | -3 | -2
Cn1c(CCN2CCN(c3ccccn3)CC2)nc2cc(NS(=O)(=O)c3ccc(Cl)cc3)ccc21 | 16 | 13 | -16 | 98* | -24 | -1 | 11 | 46 | -8
CCC(C)(NC(=O)c1ccccc1)C(=O)O (configuration not stated) | 0.6 | -1 | -8 | -15 | 10 | -4 | -1.5 | -8 | -7
Cc1ccc(C)c(CN2CCNC2=O)c1 | -0.3 | 0 | -13 | -7 | 9 | -5 | 0.1 | 14 | 2
O=C(NCCc1ccc(F)cc1)c1cc(=O)c2ccccc2o1 | 1.4 | 3 | -12 | 14 | -6 | -3 | 4.6 | -11 | 6
COc1cc(NC(=O)c2ccc(C)cc2)ccc1NC(=O)c1cc2ccccc2o1 | 1.1 | 1 | -13 | 3 | 0 | -3 | -0.8 | -16 | -10
Cc1cc2c(=O)n(C)c(SCC(=O)c3cc4ccccc4o3)nc2s1 | 0.2 | 2 | -14 | 9 | -3 | -4 | 0.2 | -17 | -9
O=C(NCc1ccc2c(c1)OCO2)c1ccc(CS(=O)(=O)c2ccc(Br)cc2)o1 | 9.6 | 6 | 14 | 6 | -11 | 0 | 8.3 | 21 | -10
CC(C)(C)C(=O)NNC(=O)c1cc(C(C)(C)C)nn1Cc1ccccc1 | -1.4 | -1 | -15 | 8 | -4 | -3 | -1.0 | -18 | -4
COCCN(C(=O)c1cc2c(s1)CCCCC2)c1c(N)n(CC(C)C)c(=O)[nH]c1=O | -0.4 | 2 | -18 | 5 | -2 | -3 | -0.7 | -27 | -8
COc1cc(C(=O)OCCc2c(C)nc3nc[nH]n3c2=O)cc(OC)c1OC | 1.6 | 7 | -5 | -10 | 13 | -7 | -1.0 | -12 | -6

molecule | V1R ag counter | TAAR1 ag | CHO parental Ca | CHRM1 antagonist | M1 PAM | CHRM1 agonist | OXTR agonist | TAAR1 antagonist | OXTR potentiate
Cc1ccc(-c2nnn(CC(=O)N(c3ccc(F)cc3)C(C(=O)NC3CCCC3)c3ccco3)n2)o1 (configuration not stated) | -0.7 | x | -14 | 16 | -1 | -5 | -1.4 | x | -6
COc1cc2c(cc1OC)CN(C(=O)CSc1nc3[nH]ncc3c(=O)n1-c1ccccc1)CC2 | -0.7 | x | -10 | x | x | x | -0.2 | x | -1
CCOC(=O)c1ccc(Nc2nc(N3CCOCC3)nc(N3CCOCC3)n2)cc1 | 6.3 | -1 | -14 | -1 | 4 | -2 | -0.2 | -16 | -6
C=CCNCCOc1ccc(C)cc1[N+](=O)[O-] | 0.0 | 5 | -7 | -2 | 7 | -10 | 0.9 | 11 | -3
O=C(COC(=O)CCSc1ccccc1Cl)Nc1ccc(F)cc1F | 0.1 | 0 | 0 | -4 | 8 | -11 | -1.0 | -41 | -10
CCCN(C(=O)CSc1nc2cc(S(=O)(=O)N(CC)CC)ccc2o1)C1CCS(=O)(=O)C1 (configuration not stated) | 0.3 | 1 | -18 | -8 | 4 | -6 | 0.2 | -29 | -8
C=CCc1c(C)c(C#N)c2nc3ccccc3n2c1NCCN(C)C | 0.9 | 9 | -15 | -5 | 9 | -5 | -0.3 | -5 | -12
COc1ccc(Cn2nnnc2C(c2ccc(F)cc2)N2CCN(C3CCCC3)CC2)cc1 (configuration not stated) | 1.5 | 10 | -18 | -2 | 2 | -4 | 1.2 | 5 | -13
COC(=O)c1cc(=O)nc2scc(C)n12 | 0.2 | 1 | -14 | 2 | 0 | 1 | 0.7 | -33 | -6
C/C(=N\NC(=O)c1cccc(N2CCCC2=O)c1)c1ccc(N)cc1 | 1.1 | 3 | -3 | -5 | 5 | -3 | 0.3 | 3 | -15
Cc1nnc(SCC(=O)Nc2cccc(S(=O)(=O)N3CCCCC3)c2)s1 | 6.9 | 4 | -14 | -11 | 6 | -1 | 9.1 | -2 | -6
Cc1nn(-c2ccc(C(=O)OC(C)C)cc2)c(C)c1[N+](=O)[O-] | 1.2 | 10 | -20 | 9 | 0 | -2 | -0.9 | -27 | -4
O=C(Nc1cc(S(=O)(=O)N2CCOCC2)ccc1N1CCCCC1)c1ccc(Cl)cc1 | -0.6 | 3 | -30 | -3 | 6 | -1 | -1.0 | 7 | 3
CCOc1ccc2nc(N3CCCCCC3)sc2c1 | -1.4 | x | -13 | -13 | 8 | 1 | -1.6 | x | -6
Nc1nc(CN2CCCCCC2)nc(Nc2ccccc2)n1 | -0.7 | 6 | -25 | -10 | 7 | -4 | -0.1 | -17 | -11

Part of the list above, with two lines to a compound.
The line under a structure holds: V1R ag counter	TAAR1 ag	CHO parental Ca	CHRM1 antagonist	M1 PAM	CHRM1 agonist	OXTR agonist	TAAR1 antagonist	OXTR potentiate
COc1ccc(Cn2nnnc2C(c2ccc(F)cc2)N2CCN(C3CCCC3)CC2)cc1 (configuration not stated)
 : 1.5	10	-18	-2	2	-4	1.2	5	-13
COC(=O)c1cc(=O)nc2scc(C)n12
 : 0.2	1	-14	2	0	1	0.7	-33	-6
C/C(=N\NC(=O)c1cccc(N2CCCC2=O)c1)c1ccc(N)cc1
 : 1.1	3	-3	-5	5	-3	0.3	3	-15
Cc1nnc(SCC(=O)Nc2cccc(S(=O)(=O)N3CCCCC3)c2)s1
 : 6.9	4	-14	-11	6	-1	9.1	-2	-6
Cc1nn(-c2ccc(C(=O)OC(C)C)cc2)c(C)c1[N+](=O)[O-]
 : 1.2	10	-20	9	0	-2	-0.9	-27	-4
O=C(Nc1cc(S(=O)(=O)N2CCOCC2)ccc1N1CCCCC1)c1ccc(Cl)cc1
 : -0.6	3	-30	-3	6	-1	-1.0	7	3
CCOc1ccc2nc(N3CCCCCC3)sc2c1
 : -1.4	x	-13	-13	8	1	-1.6	x	-6

Going on with the list:
molecule | V1R ag counter | TAAR1 ag | CHO parental Ca | CHRM1 antagonist | M1 PAM | CHRM1 agonist | OXTR agonist | TAAR1 antagonist | OXTR potentiate
CCCCCn1c(Sc2ccccc2)nc2c1c(=O)[nH]c(=O)n2C | 0.4 | -1 | 0 | -10 | 2 | -2 | -0.6 | 9 | -10
CN(CC(=O)Nc1ccc(F)c(F)c1F)C(=O)CN1C(=O)NC2(CCCC2)C1=O | 0.2 | 0 | 1 | -8 | 4 | -3 | 0.9 | 11 | -7
O=C1c2ccccc2C(=O)N1CC(=O)N1c2ccccc2CCc2ccccc21 | 0.9 | 8 | -12 | -24 | 3 | 0 | 0.8 | 28 | -6
COc1ccc(/C=N/NC(=O)CCC(=O)Nc2ccc(F)cc2)c(OC)c1 | -0.1 | -1 | 3 | -12 | 17 | 0 | -2.1 | -16 | -5
CN(Cc1cn(C)nc1-c1ccccc1F)CC1CCN(Cc2ccccc2)CC1 | -0.7 | 0 | -2 | -6 | 7 | -8 | 0.7 | -2 | -8
C=CCNC(=O)c1ccc(C(=O)c2ccccc2)cc1 | -0.4 | 6 | 0 | -1 | 3 | -5 | -0.1 | 11 | -5
Cc1ccc(C)c(N2CCN(C(=O)CCc3nc4ccccc4[nH]3)CC2)c1 | -0.6 | 0 | -1 | -8 | 4 | -6 | -2.9 | -28 | -2
CCO/N=C/C(=O)Nc1ccc(F)cc1F | 0.0 | 0 | -8 | -3 | 11 | -6 | 0.5 | -13 | -5
COc1ccc(C(CNC(=O)c2cccc(NS(=O)(=O)c3ccc(C)c(F)c3)c2)N(C)C)cc1 (configuration not stated) | 1.5 | 10 | -17 | 12 | -8 | -7 | 3.0 | -9 | -10
CCCCNC(=O)c1onc(CSc2cccc(Cl)c2)c1C(=O)O | 0.4 | 14 | -1 | -2 | 4 | -1 | -0.6 | -6 | -4
O=C(Nc1ccc2c(c1)OCCO2)c1ccc(NC(=O)C2CCCO2)cc1 (configuration not stated) | -0.6 | 4 | 8 | -6 | 4 | -1 | -0.1 | -7 | -11
O=C(CCNc1n[nH]c(=O)[nH]c1=O)N/N=C\c1ccc(Br)cc1 | 0.6 | 3 | -12 | -20 | 17 | -2 | 0.9 | -2 | 7
C=CCn1c(=O)c(C(=O)Nc2cc(C)ccn2)c(O)c2ccccc21 | 0.7 | 0 | -6 | -15 | 6 | -2 | 1.3 | -1 | -6
O=C(NNc1nc(Nc2ccccc2)nc(N2CCOCC2)n1)Nc1ccc(Cl)cc1 | -0.3 | 6 | -27 | 4 | 4 | -7 | -0.7 | -16 | 7
COc1ccc(C(=O)COc2ccc(C(C)=O)cc2OC)cc1OC | x | 0 | x | 1 | -2 | 0 | x | -7 | x

molecule | V1R ag counter | TAAR1 ag | CHO parental Ca | CHRM1 antagonist | M1 PAM | CHRM1 agonist | OXTR agonist | TAAR1 antagonist | OXTR potentiate
O=C(NC1CCCC1)c1cccc(S(=O)(=O)N2CCCCC2)c1 | 0.5 | 0 | 0 | -15 | 8 | 1 | 0.8 | -1 | -8
O=C1CCC(=O)N1c1ccc(S(=O)(=O)Nc2cccc([N+](=O)[O-])c2)cc1 | -0.7 | 1 | -1 | -8 | 5 | -1 | -0.1 | 9 | -8
COc1cccc(C(C(=O)NC2CCCC2)N(CC2CCCO2)C(=O)Cc2cccs2)c1 (configuration not stated) | -0.7 | 2 | -34 | 3 | 1 | -5 | -1.0 | 1 | 3
CC(C)(C)NC(=O)CN(CCc1ccccc1)C(=O)c1csnn1 | -0.6 | 3 | -20 | 3 | 2 | -2 | 1.5 | 1 | -13
CSCCC(NC(=O)c1ccccc1)C(=O)Nc1ccc(NC(C)=O)cc1 (configuration not stated) | -0.5 | 0 | -5 | x | x | x | -0.5 | -15 | -9
